Screening results from PubChem BioAssay.
MEKK3 PB1 HTS – modulators of MEKK3-MEK5 PB1 binding, primary screen, biochemical, wildtype MEKK3, multiplex bead flow cytometry, Alexa488-MEK5; Mitogen-activated protein kinase kinase kinase 3 (Homo sapiens), Q99759; bead-based flow cytometry, Alexa488-MEK5 binding to MEKK3; actives lie on both sides; 0 = blocked by unlabeled MEK5, 100 = vehicle; binding response (% of control), % at 10 µM; hit rate 1.4% among 290,000; AID 1529, 2009;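 active = binding response more than 3 SD above or below the average of its plate-row segment, actives on both sides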;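 also: Alexa488 bead fluorescence after subtracting the streptavidin-only scavenger bead signal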
IMP-1 inhibitor – IMP-1 metallo-beta-lactamase inhibitors, primary screen, biochemical, epi-absorbance readout, Pseudomonas aeruginosa enzyme; inhibition, % at 5.6 µM; hit rate 0.45% among 290,000; purified IMP-1, nitrocefin hydrolysis, epi-absorbance fluorescence;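 active = inhibition above the mean plus 3 SD of all compounds in the same screening run, cut at about 4.5% in these data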;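 also: 0% = IMP-1 with DMSO and 100% = DMSO wells lacking enzyme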
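System: purified recombinant IMP-1 beta-lactamase. Medium: Zinc- and detergent-supplemented HEPES buffer, pH 7.1. Compound: one 5.6 µM dose […]. Schedule: 15 min preincubation plus 25 min reaction at 25 °C. Technique: Epi-absorbance fluorescence, 480 nm excitation, 530 nm emission.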
pCIP destab – p/CIP-EGFP fusion destabilizers, primary screen, fluorescence, F442A cells; Q05BA5; 16 h; decrease of EGFP signal, % at 10 µM; hit rate 0.01% among 290,000;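 active = EGFP signal decrease of at least 30% at 10 µM or well 3 SD below plate mean, unless failing retest; inactive = the rest, including hits failing retest or dose response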; also: some compounds called inactive have numbers as strong as hits; many of its hits are not listed in these tables
IDE act – human IDE activators in live cells, primary screen, fluorescence polarization, HEK cells, FAbeta-B substrate; Insulin-degrading enzyme (Homo sapiens), P14735; hit rate 0.073% among 340,000; activation, % at 5.96 µM; FAbeta-B cleavage; 0% vehicle, 100% cell-free pure enzyme wells;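 active = activation above the mean of all tested compounds plus 3 SD, set per screening campaign, cut at about 17% in these data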
Target sequence (P14735 whole entry, looked up): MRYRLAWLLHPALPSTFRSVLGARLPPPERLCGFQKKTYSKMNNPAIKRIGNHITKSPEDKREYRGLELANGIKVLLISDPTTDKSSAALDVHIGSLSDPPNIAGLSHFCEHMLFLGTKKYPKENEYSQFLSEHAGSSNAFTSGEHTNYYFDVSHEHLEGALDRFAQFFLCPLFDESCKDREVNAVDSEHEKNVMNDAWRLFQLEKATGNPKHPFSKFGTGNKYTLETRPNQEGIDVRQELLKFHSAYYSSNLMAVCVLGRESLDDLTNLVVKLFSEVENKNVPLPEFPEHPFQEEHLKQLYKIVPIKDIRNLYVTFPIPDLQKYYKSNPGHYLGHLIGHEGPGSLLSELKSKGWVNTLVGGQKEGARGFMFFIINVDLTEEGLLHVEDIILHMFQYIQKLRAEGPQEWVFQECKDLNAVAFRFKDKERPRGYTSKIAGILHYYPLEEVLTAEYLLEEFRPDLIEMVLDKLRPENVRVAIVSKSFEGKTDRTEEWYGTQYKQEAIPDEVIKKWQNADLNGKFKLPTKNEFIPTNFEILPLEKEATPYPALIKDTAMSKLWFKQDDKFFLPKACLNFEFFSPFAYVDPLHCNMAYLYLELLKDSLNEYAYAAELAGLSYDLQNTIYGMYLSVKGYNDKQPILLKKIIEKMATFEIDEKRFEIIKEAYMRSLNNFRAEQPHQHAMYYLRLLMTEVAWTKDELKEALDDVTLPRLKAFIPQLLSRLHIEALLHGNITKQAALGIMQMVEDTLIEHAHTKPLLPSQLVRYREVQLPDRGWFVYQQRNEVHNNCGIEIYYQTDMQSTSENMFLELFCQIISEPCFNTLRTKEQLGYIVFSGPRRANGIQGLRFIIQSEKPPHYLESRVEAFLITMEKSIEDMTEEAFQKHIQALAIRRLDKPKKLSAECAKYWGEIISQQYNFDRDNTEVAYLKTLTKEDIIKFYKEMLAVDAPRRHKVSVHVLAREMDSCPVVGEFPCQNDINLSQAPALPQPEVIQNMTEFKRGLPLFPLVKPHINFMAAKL
PHOSPHO1 inh – PubChem AID 1565. Phosphoethanolamine/phosphocholine phosphatase (Homo sapiens), Q8TCT1. recombinant PHOSPHO1, absorbance phosphatase assay. inhibition, % at 13.3 µM. hit rate 1.1% among 290,000; in the data active = inhibition above about 60%
UBC9 SUMO inh – inhibitors of in vitro SUMOylation cascade, primary screen, biochemical, HTRF, uHTS; SUMO-conjugating enzyme UBC9 (Homo sapiens), P63279; HTRF SUMOylation assay, SAE1/SAE2 + UBC9; inhibition, % at 35 µM; hit rate 0.36% among 290,000; in the data active = inhibition above about 50%, passing the limit was not always enough; also: strong numbers were not always called active
FID counter – compounds displacing fluorescent DNA intercalator, primary screen, artefact control for HCV NS3 helicase inhibitor project, biochemical, FID fluorescence. DNA fluorescent intercalator displacement. AID 1845, 2009. inhibition, % at 7.9 µM. hit rate 0.17% among 290,000; in the data active = inhibition above about 37%;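 also: 0% = vehicle and 100% = reference compound; higher means more ethidium bromide displaced from hairpin DNA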
HCV NS3 hel inh – inhibitors of HCV NS3 helicase, primary screen, biochemical, Cy5 molecular beacon fluorescence; Hepatitis C virus NS3 helicase; NS3 helicase DNA unwinding; inhibition, % at 10.9 µM; hit rate 0.56% among 290,000; AID 1800, 2009;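 active = inhibition above the mean of all tested compounds plus 3 SD, set per campaign, cut at about 35% in these data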;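 also: 0% = DMSO wells and 100% = thioflavine S control wells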
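assay system = NS3 helicase fragment of HCV | buffer or medium = MOPS pH 6.5, MgCl2, DTT, Tween20, BSA | timing = 60 min unwinding reaction at 25 °C after ATP addition | signal = Cy5 beacon fluorescence read at start and 1 h | read-out basis = % inhibition of unwinding | control set = low DMSO, high thioflavine S at 110 µM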
VIM-2 inhibitor – VIM-2 metallo-beta-lactamase inhibitors, primary screen, biochemical, epi-absorbance readout, Pseudomonas aeruginosa enzyme; inhibition, % at 5.6 µM; hit rate 0.89% among 290,000; AID 1527, 2009; purified VIM-2, nitrocefin hydrolysis, epi-absorbance fluorescence;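 active = inhibition above the mean of all tested compounds plus 3 SD, cutoff set per screening run, cut at about 7.5% in these data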;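 also: red hydrolysis product quenches plate fluorescence so inhibitors raise well fluorescence; 0% = enzyme with DMSO and 100% = DMSO without enzyme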
Active calls of the source: *; / = not tested or not shown.

SMILES | MEKK3 PB1 HTS | IMP-1 inhibitor | pCIP destab | IDE act | PHOSPHO1 inh | UBC9 SUMO inh | FID counter | HCV NS3 hel inh | VIM-2 inhibitor
COc1ccc(OCc2cccc(C(=O)Nn3cc([N+](=O)[O-])cn3)c2)cc1 | 107 | -5.5 | 7 | 6 | -3 | 28 | -1 | -4 | -2.3
COc1ccc2c(c1OC)C(=O)OC2 | 108 | -0.2 | -13 | 1 | 7 | 8 | -2 | 4 | 0.3
O=C(NCCc1ccccn1)c1ccc(OC(F)F)cc1 | 106 | -4.6 | -14 | 4 | 10 | 15 | 3 | 2 | -2.0
CC(=O)Nc1ccc(S(=O)(=O)NC2(C(F)(F)F)C(=O)Nc3c2c(=O)[nH]c(=O)n3Cc2ccco2)cc1 (stereo not given) | 96 | -2.3 | 3 | 1 | 4 | -11 | 4 | 0 | -3.1
CC(=O)Nc1cccc(N(C)C)c1 | 111 | -0.7 | 5 | 3 | 13 | -27 | 2 | -10 | -1.2
O=C(COC(=O)/C=C/c1ccc(OC(F)F)cc1)NCc1cccs1 | 96 | 1.5 | -24 | -1 | -21 | 17 | -1 | -5 | -1.9
CCCN1C(=O)c2cc(C(=O)NCc3ccc(OC)cc3)ccc2C1O (stereo not given) | 105 | -5.0 | -1 | 5 | -3 | 1 | -11 | 2 | -1.8
Cc1ccc(-c2[nH]nc3c2C(c2cccnc2)C(C#N)=C(N)O3)cc1 (stereo not given) | 107 | -4.8 | 15 | 3 | 30 | 0 | -15 | 4 | -1.4
Cc1cc(C)cc(NC(=O)COc2ccc(C(=S)N3CCOCC3)cc2)c1 | 104 | -3.2 | -6 | 4 | 32 | 12 | -20 | -10 | -3.4
O=C(CNC(=O)c1ccccc1F)Nc1ccccc1C(F)(F)F | 98 | -1.1 | 4 | 9 | 69* | 14 | -1 | -5 | -3.4
COc1ccc(C(=O)Oc2cc(/C=N/NS(=O)(=O)c3ccccc3)ccc2OC)cc1 | 102 | -1.6 | -8 | 3 | -36 | -11 | -12 | -3 | -2.2
CCn1c(SCC(=O)NC(=O)NCc2ccco2)nc2sc(C)c(C)c2c1=O | / | -4.0 | -5 | 1 | 25 | 30 | -16 | 9 | -1.1
CC1=NN(C(N)=S)C(=O)C1N=Nc1ccccc1Cl (stereo not given) | 95 | -5.4 | -17 | 6 | 13 | -11 | -2 | 2 | -1.4
COc1ccc(-c2cc(=O)c(C(=O)c3ccc(C)cc3)n[nH]2)cc1 | 96 | -2.9 | -10 | 3 | 7 | 19 | -6 | -12 | 0.1
CN(CC(=O)Nc1cccc(Cl)c1)S(=O)(=O)c1ccc2[nH]c(=O)oc2c1 | 102 | 1.6 | 10 | 0 | 12 | -10 | 6 | 0 | -1.9
Cc1cccc2cc(COC(=O)COc3ccccc3)c(=O)[nH]c12 | 103 | 1.5 | -6 | 12 | -4 | 5 | -11 | -8 | -0.8
O=C(c1ccc2c(c1)OCO2)N(CC1CCCO1)C1(C(=O)NC2CCCC2)CCCCC1 (stereo not given) | 98 | -1.3 | -6 | 6 | 11 | -3 | -32 | 3 | -0.9
O=C(OCC(=O)N1CCc2ccccc21)c1nc(Cl)ccc1Cl | 109 | -2.9 | 3 | 5 | -4 | 6 | 0 | 6 | -0.7
Cc1ccnc(N2CCN(c3c4c(c(C#N)c5nc6ccccc6n35)CCC4)CC2)c1 | / | 1.0 | / | / | / | / | 0 | -6 | -3.7
O=C(Nc1cccc(-c2nnco2)c1)c1cccs1 | 99 | -3.4 | -3 | 6 | 42 | 14 | -4 | -8 | -2.4
CCOC(=O)C1(CCOc2ccccc2)CCN(Cc2cnc(C)[nH]2)CC1 | 107 | -3.6 | -14 | 9 | 40 | 4 | 13 | 2 | -2.9
Cc1c(Cc2ccccc2)c(=O)oc2cc(OCC(=O)N3CCC(C(N)=O)CC3)ccc12 | 95 | -0.9 | -1 | 8 | -18 | 15 | -37 | -5 | 2.2
COc1cccc(N2CC(C(=O)Oc3ccc4ccccc4c3)CC2=O)c1 (stereo not given) | 99 | -5.1 | 1 | -2 | -9 | -2 | -7 | -5 | -2.0
CC(=O)NC(CC(=O)NCC(c1ccco1)N(C)C)c1ccccc1 (stereo not given) | 100 | -0.6 | 14 | 6 | 16 | 21 | 0 | -4 | -1.5
CCNC(=O)NC(=O)C(C)Sc1nc2cc(C(=O)OC)ccc2c(=O)n1-c1ccccc1 (stereo not given) | 110 | 0.3 | -3 | 5 | 18 | 4 | 4 | -1 | 0.2
CCCC(=O)Nc1c(-c2cccs2)c(=O)c2ccccc2n1C | 100 | -2.1 | 8 | -3 | 20 | 4 | -11 | 25 | -0.4
COc1cccc(Sc2ccccc2/C=N/NC(N)=O)c1 | 95 | -3.3 | -1 | 2 | 37 | 26 | 0 | -20 | -2.2
CCc1cccc(CC)c1NC(=S)N1CCn2cccc2C1c1cccnc1 (stereo not given) | 96 | -3.1 | -3 | 0 | 10 | -1 | 0 | 13 | -3.2
CC(=O)N1CCc2ccc(S(=O)(=O)N3CCc4ccccc43)cc21 | 103 | 0.6 | 6 | -2 | -10 | 15 | -12 | -8 | -0.1
O=C(C1CCN(Cc2nc(Cc3cccc(F)c3)no2)CC1)N1CCOCC1 | 105 | -2.9 | -8 | -1 | 19 | 11 | -1 | 3 | -3.5
Cc1cc(=O)[nH]c(N/N=C/c2ccc([N+](=O)[O-])cc2)n1 | 104 | -2.5 | -3 | / | -11 | 2 | -2 | -2 | -3.0
Cc1ccc(S(=O)(=O)N2CCCOC2CNC(=O)C(=O)NCc2ccco2)cc1 (stereo not given) | 100 | -2.2 | -11 | 5 | -2 | -6 | -22 | 2 | -3.9
Cc1snnc1C(=O)NC(=S)Nc1ccccc1 | 97 | -1.5 | 4 | 7 | 12 | 12 | -6 | -17 | -2.2
COCCn1c(C)cc(C(=O)COc2cccnc2[N+](=O)[O-])c1C | 97 | 0.5 | -5 | 0 | 24 | 20 | -6 | 11 | 0.9
Cc1cc(C(=O)Nc2sc3c(c2C#N)CCC(C)C3)no1 (stereo not given) | 104 | -2.9 | 2 | 3 | 4 | -4 | -5 | 3 | -1.2
COc1ccc(CNS(=O)(=O)c2ccc(S(=O)(=O)NC3CC3)cc2)cc1 | 100 | -4.1 | -20 | 1 | 14 | 8 | -6 | -6 | -0.6
O=C(NCc1cccc(Cl)c1)c1ccc(CS(=O)Cc2ccc(Cl)cc2)o1 (stereo not given) | 102 | -1.9 | -4 | 3 | 45 | -14 | -39 | -20 | -1.5
CCOC(=O)N1CCN(C(=O)CSc2nnc(-c3ccc(C)c(C)c3)o2)CC1 | 100 | -3.2 | -11 | -6 | 13 | 7 | -18 | -4 | -1.7
O=C(CCC(=O)OCc1cccc([N+](=O)[O-])c1)Nc1ccc(F)cc1 | 113 | -3.4 | 27 | -2 | 26 | 2 | -9 | 3 | -1.6
COc1c(C)cc(C(=O)C2CCCN(C(=O)CCc3scnc3C)C2)cc1C (stereo not given) | 104 | -0.8 | 4 | 4 | 35 | 9 | -35 | -6 | -2.1

Fetched by structure from the entries so far:
SMILES | MEKK3 PB1 HTS | IMP-1 inhibitor | pCIP destab | IDE act | PHOSPHO1 inh | UBC9 SUMO inh | FID counter | HCV NS3 hel inh | VIM-2 inhibitor
O=C(C1CCN(Cc2nc(Cc3cccc(F)c3)no2)CC1)N1CCOCC1 | 105 | -2.9 | -8 | -1 | 19 | 11 | -1 | 3 | -3.5
CCOC(=O)N1CCN(C(=O)CSc2nnc(-c3ccc(C)c(C)c3)o2)CC1 | 100 | -3.2 | -11 | -6 | 13 | 7 | -18 | -4 | -1.7
COc1c(C)cc(C(=O)C2CCCN(C(=O)CCc3scnc3C)C2)cc1C (stereo not given) | 104 | -0.8 | 4 | 4 | 35 | 9 | -35 | -6 | -2.1
CCNC(=O)NC(=O)C(C)Sc1nc2cc(C(=O)OC)ccc2c(=O)n1-c1ccccc1 (stereo not given) | 110 | 0.3 | -3 | 5 | 18 | 4 | 4 | -1 | 0.2

Continued:
SMILES | MEKK3 PB1 HTS | IMP-1 inhibitor | pCIP destab | IDE act | PHOSPHO1 inh | UBC9 SUMO inh | FID counter | HCV NS3 hel inh | VIM-2 inhibitor
COc1ccc(S(=O)(=O)NC(C)C(=O)NCc2ccncc2)cc1OC (stereo not given) | 100 | -3.0 | -14 | 2 | 26 | 2 | -2 | 4 | 0.0
N[C@@H](CO)c1nnc([C@H](Cc2ccc(O)cc2)NC(=O)C2CCNCC2)o1 | 104 | -3.6 | -5 | 0 | 22 | 1 | 0 | -4 | -4.5
COc1ccccc1NC(=O)CN1C(=O)COc2ccc(S(=O)(=O)N3CCOCC3)cc21 | 99 | -2.8 | -1 | -2 | 24 | / | -12 | 1 | -3.3
Cc1ccc(CN2CCSc3ccc(C(=O)NCc4cccnc4)cc32)cc1 | 108 | -4.7 | -14 | 3 | -10 | 33 | -19 | -15 | -1.6
NC(=O)NC(=O)CN1C(=O)NC(c2ccccc2)(c2ccccc2)C1=O | 101 | -1.9 | -17 | 2 | 19 | 6 | -6 | -11 | -1.3
O=C(CNC(=O)c1ccco1)NCC(=O)OCc1cccc(Cl)c1 | 103 | -1.9 | -8 | 0 | 23 | 24 | 1 | -4 | -2.0
O=C(Nc1ccc(F)cc1)c1ccccc1S(=O)(=O)c1ccccc1[N+](=O)[O-] | 90 | -1.6 | -4 | 4 | -10 | -2 | -41 | 23 | -2.8
Nc1ccn(-c2ccc(Cl)cc2)c(=O)c1 | 84 | -2.7 | -8 | 5 | -6 | 25 | -4 | 1 | -4.2
O=C(COC(=O)CCN1C(=O)c2ccccc2C1=O)Nc1ccc(S(=O)(=O)N2CCCC2)cc1 | 104 | -3.5 | -12 | 2 | 15 | 26 | -4 | 3 | -0.2
CCOC(=O)CSc1nc2ccsc2c(=O)[nH]1 | 105 | -1.4 | -6 | 5 | 6 | 18 | 2 | 3 | -1.9
Cc1ccc(N(C)C(=O)CCNC(=O)Cn2cnc3ccccc3c2=O)cc1C | 103 | -2.8 | 4 | -1 | 42 | -1 | -28 | -20 | -3.0
COc1cc2c(c(OC)c1OC)-c1c(cc(OC)c(OC)c1OC)C[C@](C)(O)[C@@H](C)C2 | 105 | / | -14 | 1 | 26 | 21 | / | / | /
O=C(CSc1nnc2ccccn12)Nc1cccc(S(=O)(=O)N2CCOCC2)c1 | 124 | 1.5 | -11 | 4 | -20 | 1 | -8 | 7 | -1.4
COc1ccc(/C=N/NC(=O)c2ccn[nH]2)cc1CSc1ccccn1 | 106 | -2.9 | 2 | 0 | 51 | 4 | -25 | 5 | -4.1

A portion of the library; count on the stated rates, not on these rows.
